Screening data (PubChem BioAssay)
MEX-5 binding: C. elegans MEX-5 TCR-2 RNA binding activity; 0.38% of 300,000 active; AID 1832; Q9XUB2; MEX-5/FITC-TCR2 RNA binding, fluorescence polarization; active compounds read low; activity score (negative = inhibition of binding), % at 10 µM;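 active = inhibition past about -25% in most replicates, and total fluorescence under double the plate's negative control median, limit read from the data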;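 also: 0% = DMSO and -100% = 5 µM competing unlabeled TCR2 RNA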
GLD-1 RNA inh: GLD-1-TGE RNA interaction inhibition (C. elegans); 0.44% of 320,000 active; Q17339; purified GLD-1 + fluorescein TGE RNA, fluorescence polarization; inhibition, % at 5.96 µM; AID 2280;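 active = percent inhibition above a per-plate cutoff, the plate mean of test compounds plus 3 SD, cut at about 30% in these data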;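 also: 0% = DMSO wells with GLD-1 and probe and 100% = wells lacking GLD-1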
Fam108B counter: Fam108B inhibition, counter-screen for RBBP9 inhibitors; AID 1947; inhibition, % at 9.51 µM; recombinant Fam108B, FP-Rh probe fluorescence polarization; 0.33% of 300,000 active;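 active = inhibition above the screen mean inhibition plus 3 SD, computed separately per campaign, cut at about 18% in these data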;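 also: inhibitors lower polarization as less probe binds the enzyme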
GRK2 inh: inhibitors of human GRK2 displacing RNA aptamer. P25098. bead flow cytometry, FAM-aptamer displacement from GRK2. inhibition of aptamer binding, % at 10 µM. 0.59% of 330,000 active;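 active = inhibition of aptamer binding above 40%, roughly 3 SD of noise, on plates passing a quality check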;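 also: median bead fluorescence of bound FAM aptamer so fluorescent compounds give negative values; no value below 0 was filed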
Target sequence (P25098 whole entry, looked up): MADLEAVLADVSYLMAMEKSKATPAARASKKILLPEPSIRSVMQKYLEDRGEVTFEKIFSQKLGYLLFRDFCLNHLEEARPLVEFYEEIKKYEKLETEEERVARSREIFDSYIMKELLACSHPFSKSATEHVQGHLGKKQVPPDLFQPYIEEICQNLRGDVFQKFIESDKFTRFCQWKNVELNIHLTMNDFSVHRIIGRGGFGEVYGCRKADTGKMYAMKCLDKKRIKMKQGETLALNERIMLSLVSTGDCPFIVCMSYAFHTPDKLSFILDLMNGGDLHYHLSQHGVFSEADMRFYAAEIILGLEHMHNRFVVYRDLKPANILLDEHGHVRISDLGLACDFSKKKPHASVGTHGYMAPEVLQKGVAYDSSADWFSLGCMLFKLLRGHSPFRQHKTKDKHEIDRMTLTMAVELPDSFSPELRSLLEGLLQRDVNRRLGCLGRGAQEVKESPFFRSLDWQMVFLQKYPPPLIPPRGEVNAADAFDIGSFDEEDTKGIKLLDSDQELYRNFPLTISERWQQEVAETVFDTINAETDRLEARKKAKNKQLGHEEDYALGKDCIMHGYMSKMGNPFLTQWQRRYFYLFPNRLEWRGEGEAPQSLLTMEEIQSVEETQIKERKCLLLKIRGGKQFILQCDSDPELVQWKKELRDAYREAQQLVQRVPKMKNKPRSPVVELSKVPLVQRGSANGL
Bcl-xL primary: blocks human Bcl-xL binding to Bim BH3 peptide; inhibition, % at 10.9 µM; Q07817; GST-Bcl-xL / FITC-Bim BH3 peptide fluorescence polarization; AID 2129; 0.7% of 320,000 active;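 active = inhibition above the mean of all tested compounds plus 3 SD, cutoff set per campaign, cut at about 30% in these data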;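 also: 0% = DMSO wells and 100% = unlabeled Bim-BH3 peptide competitor; inhibitors lower millipolarization by displacing the labeled peptide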
VLA-4 inh: inhibition in a human VLA-4 binding assay | inhibition, % (about 7 µM as worked out from the volumes in the protocol) | VLA-4 expressing cells, ligand binding flow cytometry | P13612 | 0.2% of 330,000 active; in the data active = inhibition above about 50%
Efflux pump mplx: blocks antifungal efflux pumps in multiplex yeast assay; 0.44% of 330,000 active; S. cerevisiae Candida pump triplex, Nile Red efflux; AID 485275; inhibition, % at 10 µM;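 active = plate passing quality check with inhibition over a set limit, or well fluorescence over plate mean plus 4 SD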;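 also: Nile Red retained in pooled yeast measured as flow cytometry median fluorescence; 0% = buffer negative control and 100% = Enniatin B positive control; higher means more Nile Red kept so more efflux inhibition; some compounds called inactive have numbers as strong as hits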
PME-1 inh: PME-1 (human) inhibition | inhibition, % at 5.9 µM | Q9Y570 | 0.53% of 320,000 active | recombinant PME-1, FP-Rh probe fluorescence polarization;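 active = inhibition above the campaign mean of all compounds plus 3 SD, cut at about 26% in these data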;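 also: competitive labeling of PME-1 active site by serine hydrolase directed probe; 0% = PME-1 with DMSO and 100% = wells lacking PME-1 enzyme; inhibitors block probe labeling so polarization falls and inhibition rises; many of its hits are not listed in these tables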
Target sequence (Q9Y570 whole entry, looked up): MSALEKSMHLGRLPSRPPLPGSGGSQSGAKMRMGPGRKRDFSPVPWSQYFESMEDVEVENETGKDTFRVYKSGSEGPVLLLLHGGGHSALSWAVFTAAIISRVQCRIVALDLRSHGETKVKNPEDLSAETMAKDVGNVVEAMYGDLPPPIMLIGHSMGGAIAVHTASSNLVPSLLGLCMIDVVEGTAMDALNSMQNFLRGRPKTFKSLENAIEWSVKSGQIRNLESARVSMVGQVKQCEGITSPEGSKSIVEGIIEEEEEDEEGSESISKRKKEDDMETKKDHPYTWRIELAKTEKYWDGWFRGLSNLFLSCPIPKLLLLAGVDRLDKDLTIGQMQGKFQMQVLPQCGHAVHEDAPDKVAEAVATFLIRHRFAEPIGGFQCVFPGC
MCL1 BIM primary: inhibitors of human MCL1 binding to BIM-BH3 peptide. Q07820. GST-MCL1 / FITC-Bim-BH3 fluorescence polarization. inhibition, % at 10.9 µM. 0.68% of 320,000 active. AID 2057;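 active = inhibition above the mean inhibition of all tested compounds plus 3 SD, set per campaign, cut at about 40% in these data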;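 also: 0% = DMSO wells and 100% = unlabeled Bim-BH3 peptide control; higher means more loss of mP so more displacement of Bim peptide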
* marks the source's active call; other numbers are inactive results; x = no result given. This is a subset; count on the stated rates, not on these rows.

Fields: MEX-5 binding, GLD-1 RNA inh, Fam108B counter, GRK2 inh, Bcl-xL primary, VLA-4 inh, Efflux pump mplx, PME-1 inh, MCL1 BIM primary
Cc1cc(Cl)c2oc(C(=O)N3CCN(c4ccncc4)CC3)c(C)c2c1
→ -2.0, 7.0, 1.5, 0.0, 1.6, 16.0, -0.1, -4.3, -0.3
[O-]/[N+](=C/c1ccc(F)cc1)c1ccc(Cl)cc1
→ 1.9, 10.9, 0.5, 4.0, 6.0, 7.8, 0.1, -0.3, 7.5
CNC(=O)c1c(NC(=O)C2=COCCO2)sc2c1CCN(C(=O)OC)C2
→ 0.2, 9.1, 7.7, 2.0, 3.8, 3.0, -0.3, -1.8, 6.1
CC(C)(C)NC(=O)C(c1ccc(O)cc1)N(Cc1ccco1)C(=O)Cn1nnc(-c2cccs2)n1 (stereo not drawn)
→ 1.0, 1.2, -3.4, 0.0, 5.3, 3.5, 0.0, 6.1, 1.7
COC(=O)c1c(C(=O)OC)n(CCCN)c2ccc(C)cc12
→ 0.6, 5.0, -3.1, 0.0, 3.2, 8.9, 0.1, 9.1, 3.0
O=C(COc1ccc(Br)cc1)N1CCc2ccccc2C1
→ 0.0, -1.7, 1.1, 0.0, 4.0, -0.5, -0.4, 1.1, 1.2
CCCn1c2ccccc2c2nc3ccccc3nc21
→ -1.6, 2.5, 1.1, 0.0, 3.5, 0.0, 0.1, -2.7, 3.4
N/C(=N\OC(=O)C(c1ccccc1)c1ccccc1)c1ccncc1
→ 2.2, 5.1, 3.8, 2.0, -0.5, 2.6, -0.1, 2.5, 1.1
CC(=O)CSc1nnc(Cc2ccc3c(c2)OCO3)o1
→ -2.3, 3.0, 4.1, 0.0, 1.1, 0.6, -0.1, 1.7, -0.6
CCN(CC(=O)Nc1c(F)cccc1F)C(=O)c1cc(C)oc1C
→ 0.4, 2.9, 6.8, 0.0, 4.3, 17.1, -0.1, 3.8, 3.6
CC(=O)c1ccccc1OCCn1nc(C(=O)O)c2ccccc2c1=O
→ -0.6, 2.3, 1.0, 1.0, 1.6, 17.8, 0.0, 11.6, 0.6
COc1ccc(CN2C(=O)[C@H]3Cc4c([nH]c5ccccc45)C(C)(C)N3C2=O)cc1
→ 1.3, -1.0, 2.2, 0.0, 2.9, -4.6, 0.0, 5.2, 3.5
CCCCC(c1nnnn1CC1CCCO1)N1CCN(c2cccc(C)c2C)CC1 (stereo not drawn)
→ -3.2, 0.2, -4.9, 1.0, -0.7, 20.6, 0.2, 0.6, -6.0
COc1ccc(C(=O)c2sc(Nc3ccccc3)nc2N)cc1OC
→ -0.9, 2.1, 6.5, 0.0, 2.7, -4.6, 0.0, 18.9, -2.3
COc1ccc(NC(=O)[C@H](CCS(C)(=O)=O)N2Cc3ccccc3C2=O)c(OC)c1
→ -5.0, 6.8, 0.2, 3.0, 4.2, 2.3, -0.2, -5.4, 4.8
CCOC(=O)c1sc2nc(C)nc(NCc3ccccc3OC)c2c1C
→ -2.2, -2.4, -8.2, 0.0, 5.8, -4.7, 0.0, 1.6, 3.0
O=C(CCN1C(=O)CSC1=O)Nc1ccccc1
→ 1.3, -3.7, 3.6, 3.0, 2.1, 21.6, 0.0, 1.0, 1.6
CCOC(=O)c1c(S(=O)(=O)NCC(=O)NCc2ccc(C)cc2)c(C)n(C)c1C
→ 5.0, -4.8, 0.0, 1.0, -1.6, 8.1, -0.2, -7.2, -1.6
Cn1c(=O)c2c(ncn2CC(O)CO)n(C)c1=O (stereo not drawn)
→ -1.4, 5.5, -0.3, 0.0, 1.2, 7.5, 0.0, -3.8, -1.9
COc1ccc(NC(=O)COC(=O)CN2C(=O)C3CCCCC3C2=O)cc1OC (stereo not drawn)
→ x, -4.0, x, 3.0, -1.4, 5.7, 0.2, 0.7, -8.0

Carrying on.
Fields: MEX-5 binding, GLD-1 RNA inh, Fam108B counter, GRK2 inh, Bcl-xL primary, VLA-4 inh, Efflux pump mplx, PME-1 inh, MCL1 BIM primary
CCOc1nnc(C)c2c(C)n(-c3cccc(OC)c3)nc12
→ 0.3, -25.4, 2.3, 0.0, -9.2, -3.6, 0.0, -3.6, -12.4
O=C(CN1CCOCC1)Nc1ncc(Cc2cccc(Cl)c2)s1
→ 2.2, -3.6, -2.8, 1.0, 0.5, -3.1, -0.1, 7.0, 5.1
N[C@@H](CO)c1nnc([C@H](CC(=O)O)NC(=O)C2CCNCC2)o1
→ -0.5, -6.0, 1.2, 1.0, -0.1, -4.2, 0.1, -1.5, -7.1
NC(=O)N/N=C1\c2ccccc2-c2c(C(N)=O)cccc21
→ 0.5, 6.3, -2.5, 0.0, 1.5, 6.1, -0.2, -4.5, 1.0
O=C(NCCc1nccs1)C1CCC(=O)N(CCc2ccc(Cl)cc2)C1 (stereo not drawn)
→ 0.0, -0.3, -2.2, 2.0, -1.4, 14.5, -0.3, 2.7, 1.8
C=CCNC(=S)NNC(=O)c1ccc(OCC(C)C)cc1
→ 1.0, 0.8, 1.2, 0.0, -0.7, 3.5, 1.0, 0.4, -0.1
CN(C(=O)c1ccc(S(=O)(=O)N2CCOCC2)cc1)C1CCS(=O)(=O)C1 (stereo not drawn)
→ -0.8, 0.6, 3.1, 0.0, 1.2, 1.1, 0.0, -3.9, -1.8
Cc1cc(-c2nnc3n2N=C(C(C)(C)C)CS3)n[nH]1
→ x, 0.1, -0.8, 0.0, 0.4, -2.3, 0.0, 0.0, 0.8
O=C(c1ccc(Cl)c(S(=O)(=O)N2CCCC2)c1)N1CCN(c2ncccn2)CC1
→ 1.1, 0.3, 3.5, 1.0, 5.1, 20.4, -0.1, -0.7, -2.3
COc1ccccc1NC(=O)CSc1nc(=O)n(Cc2ccncc2)c2c1CCCC2
→ -0.5, 2.2, 2.3, 0.0, -2.3, 1.3, 0.0, 1.2, -3.2
Cc1ccnc2nc(C(=O)OCC(=O)N(CC(C)C)C3CCS(=O)(=O)C3)nn12 (stereo not drawn)
→ x, -1.9, x, 1.0, -1.1, 41.0, 0.1, -1.1, -0.5
O=C1C(=O)N(CCN2CCOCC2)C(c2cccnc2)/C1=C(/O)c1ccc(Cl)cc1 (stereo not drawn)
→ 0.7, -2.6, -3.1, 2.0, 3.4, 5.5, 0.5, -6.3, -2.7
CC1=CCC2C(=O)N(c3ccc(C)c(Br)c3)C(=O)C2C1 (stereo not drawn)
→ 0.8, -2.4, -1.0, 0.0, 3.8, -7.0, 0.0, -2.6, 2.7
COc1ccc(NC(=O)C2CCN(C(=O)C3CC(=O)N(c4ccc(C)cc4)C3)CC2)c(OC)c1 (stereo not drawn)
→ -2.5, 6.8, -3.1, 2.0, 4.5, 0.8, 0.0, -1.9, 5.7
O=C(c1ccc(Br)s1)N1CCN(c2ncccn2)CC1
→ 1.0, -1.1, -1.9, 4.0, 7.2, 7.9, 0.1, 5.9, 13.9
COc1ccccc1/C=N/NC(=O)c1ccc(NC(=O)c2ccccc2Br)cc1
→ 0.6, 4.0, -12.9, 0.0, -7.2, 12.6, 0.0, -9.3, -0.2
CCOCCCNC(=O)c1ccc2nc(-c3ccc(OC)c(OC)c3)c(-c3ccc(OC)c(OC)c3)nc2c1
→ 1.9, 5.0, -0.1, 2.0, 1.1, 4.8, 0.0, -3.0, 3.3
O=C(O)CSCC(=O)NC1CCCc2ccccc21 (stereo not drawn)
→ -1.2, -4.0, -3.3, 0.0, 1.3, 0.9, 0.4, -1.7, -1.9
C=CCNC(=S)NNC(=O)c1ccc([N+](=O)[O-])cc1
→ -1.7, -3.6, 0.4, 7.0, 7.9, 7.0, -0.1, -1.9, 16.0
COc1cc(NS(=O)(=O)c2ccccc2)ccc1-n1nc(C)cc1C
→ -2.6, 3.0, -2.9, 0.0, 2.4, -1.0, 0.1, -6.1, -0.7

Entries of single compounds from above.
`CCOc1nnc(C)c2c(C)n(-c3cccc(OC)c3)nc12` is entered as MEX-5 binding = 0.3; GLD-1 RNA inh = -25.4; Fam108B counter = 2.3; GRK2 inh = 0.0; Bcl-xL primary = -9.2; VLA-4 inh = -3.6; Efflux pump mplx = 0.0; PME-1 inh = -3.6; MCL1 BIM primary = -12.4
`C=CCNC(=S)NNC(=O)c1ccc(OCC(C)C)cc1` is entered as MEX-5 binding = 1.0; GLD-1 RNA inh = 0.8; Fam108B counter = 1.2; GRK2 inh = 0.0; Bcl-xL primary = -0.7; VLA-4 inh = 3.5; Efflux pump mplx = 1.0; PME-1 inh = 0.4; MCL1 BIM primary = -0.1

Further compounds
Fields: MEX-5 binding, GLD-1 RNA inh, Fam108B counter, GRK2 inh, Bcl-xL primary, VLA-4 inh, Efflux pump mplx, PME-1 inh, MCL1 BIM primary
CCC(=O)N1c2ccc(S(=O)(=O)NCc3ccco3)cc2CC1C (stereo not drawn)
→ 0.1, 0.5, 2.0, 17.0, 8.8, 0.3, 0.1, 7.6, 11.1
COc1cccc(Cn2c(-c3cccs3)noc2=O)c1
→ 2.4, 3.2, -1.8, 0.0, 2.7, -1.4, 0.0, 0.2, 0.3
Cc1ccc2cc(C(c3nnnn3Cc3ccccc3)N3CCN(c4ccccc4)CC3)c(=O)[nH]c2c1 (stereo not drawn)
→ 1.5, 3.1, 2.3, 0.0, 4.1, 3.5, 0.5, 5.3, 1.6
CCc1ccccc1NC(=O)C1CCCN(c2nn3c(=O)cc(C)nc3s2)C1 (stereo not drawn)
→ -4.9, -10.7, 2.6, 0.0, 1.4, 34.2, -0.3, 1.5, 2.6
COc1ccc(NC(=O)CN2C(=O)CSC(C)C2=O)c(OC)c1 (stereo not drawn)
→ -0.1, 4.1, -2.5, 3.0, 0.7, 9.9, 0.1, 7.3, -2.2
O=C(CCCn1cnc([N+](=O)[O-])n1)Nc1cc(Cl)ccc1O
→ -0.7, -2.7, 3.5, 0.0, 4.4, -2.2, -0.1, -2.0, 4.7
CCCC(C)NC(=O)c1sc2nc3n(c(=O)c2c1C)CCC3 (stereo not drawn)
→ 0.9, -1.2, 2.5, 0.0, 0.3, 8.8, 0.0, -7.0, 3.7
Cc1cc(C)cc(C(=O)OCC(=O)NC(=O)NC2CCCC2)c1
→ x, 1.4, x, 5.0, 3.4, 0.7, 0.1, 5.0, -1.8
CC1Cc2ccccc2N1Cc1ccc([N+](=O)[O-])cc1 (stereo not drawn)
→ -1.7, 12.7, -1.6, 5.0, 5.3, 2.6, 0.5, -3.9, 7.9
CCCNC(=O)N1CCC(C(=O)c2ccc(Cl)cc2)CC1
→ -0.9, 7.5, 3.5, 0.0, -0.2, 1.7, 0.0, -0.2, -1.3
N#Cc1cccc(NC(=O)Cn2c3[n+](c4ccc(C(F)(F)F)cc42)CCCCC3)c1
→ 4.1, -1.0, 3.3, 0.0, -7.2, 1.2, 0.0, -4.5, -22.0
Cc1sc2nc(SCC(=O)N(C)C)[nH]c(=O)c2c1C
→ -4.4, -5.2, 4.0, 5.0, -3.5, -2.2, -0.1, -2.9, 3.4
C[C@H]1CNC(=O)C(=O)N1C[C@H](Cc1ccc(O)cc1)NC(=O)CC12CC3CC(CC(C3)C1)C2
→ 2.1, 11.0, -1.6, 34.0, 5.1, 7.6, 0.2, -0.9, 7.0
